# D1 ag: activates the human D1 dopamine receptor. activation, % at 2 µM. HEK293 T-REx D1 cells, calcium flux, agonist mode. 360,000 tested, 1% active; further: 0% is about no effect
#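 Agonism was scored from calcium flux recorded over 180 s (1 read/s) after pintool compound addition, following a 10-cycle baseline. Cells were inducible force-coupled HEK293 TREx D1, plated overnight at 30 C and loaded with no-wash calcium dye.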
# TRHR enhancer: TRH receptor (human) allosteric enhancement. TRHR cells, fluo-8 calcium fluorescence, EC20 TRH enhancement. P34981. AID 493056. 360,000 tested, 0.66% active. enhancement, % at 2 µM; in the data active means enhancement above about 30%; further: 0% is about no effect
#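 Enhancer read-out: after compound pinning and an initial kinetic agonist-mode read, an EC20 of TRH (10 nM final) was injected and fluo-8 calcium signal (Ex 480/Em 530) followed at 1 s/cycle for 100 cycles in TRHR-expressing cells.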
# D2 PAM: D2 dopamine receptor (human) potentiation. P14416. HEK293 T-REx D2, calcium flux, EC20 dopamine potentiation. potentiation, % at 10 µM. 340,000 tested, 0.34% active. AID 485347;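 active means potentiation over 3 SD above the plate norm, cut at about 30% in these data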; further: 0% is about no effect
#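 Tetracycline-induced Hek293 Trex D2 cells, force-coupled to calcium, loaded with no-wash calcium dye. Compound added with 180 s kinetic read for agonism, then EC20 dopamine and a further 180 s read for potentiation.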
# RXFP1 antag: RXFP1 (human) relaxin receptor antagonism; Q9HBX9; HEK293-RXFP1, relaxin-stimulated cAMP HTRF, 30 min; active compounds read low; activity change, negative = inhibition, % at 57.5 µM; 350,000 tested, 0.59% active; AID 1259400;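 active means activity change of -60% or lower, but not beyond a set lower limit; inconclusive means change between -60% and -40%, or beyond the set limit; inactive means change above -40%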; further: on the % scale 0 is the no-effect control and ±100 the full control effect
# Target sequence (Q9HBX9 whole entry, looked up): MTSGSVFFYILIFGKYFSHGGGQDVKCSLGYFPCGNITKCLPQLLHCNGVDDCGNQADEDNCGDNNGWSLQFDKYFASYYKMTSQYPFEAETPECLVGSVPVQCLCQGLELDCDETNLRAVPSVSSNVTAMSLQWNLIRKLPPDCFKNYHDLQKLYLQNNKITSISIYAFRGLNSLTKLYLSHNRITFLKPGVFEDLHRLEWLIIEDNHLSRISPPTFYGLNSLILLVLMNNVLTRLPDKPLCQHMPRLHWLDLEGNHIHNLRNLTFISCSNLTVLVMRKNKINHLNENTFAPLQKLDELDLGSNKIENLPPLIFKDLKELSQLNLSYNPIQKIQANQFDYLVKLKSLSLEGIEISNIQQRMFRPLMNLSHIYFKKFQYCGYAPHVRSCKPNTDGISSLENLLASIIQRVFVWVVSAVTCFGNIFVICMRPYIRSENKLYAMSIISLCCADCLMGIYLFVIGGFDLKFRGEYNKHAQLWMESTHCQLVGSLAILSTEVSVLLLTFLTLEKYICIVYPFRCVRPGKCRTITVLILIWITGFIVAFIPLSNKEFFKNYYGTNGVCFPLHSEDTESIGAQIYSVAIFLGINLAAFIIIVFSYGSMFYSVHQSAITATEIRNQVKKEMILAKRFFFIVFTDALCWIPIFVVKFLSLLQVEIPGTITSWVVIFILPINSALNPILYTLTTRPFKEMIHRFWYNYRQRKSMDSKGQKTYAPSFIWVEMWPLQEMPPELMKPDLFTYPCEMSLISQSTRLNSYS
# TRHR ag: activates the human TRH receptor; P34981; TRHR cells, calcium flux fluo-8, FDSS agonist mode; activation, % at 2 µM; 360,000 tested, 0.18% active; AID 493084; further: 0% is about no effect
#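 TRHR-expressing cells loaded with fluo-8 calcium dye; 23 nL library compound pin-transferred, kinetic FDSS fluorescence (Ex 480/Em 530) recorded about 180 s for agonist-induced calcium release, before a 10 nM TRH EC20 addition for potentiator mode.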
# D1 antag: antagonists of human D1 dopamine receptor. activity change, negative = inhibition, % at 10 µM. 360,000 tested, 3.2% active. HEK293 TREx D1 cells, calcium flux, dopamine EC80; active compounds read low. AID 504652. P21728; in the data active means activity change below about -30%; further: on the % scale 0 is the no-effect control and ±100 the full control effect
#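 HEK293 T-REx cells expressing inducible, force-coupled D1 receptor; no-wash Ca dye, 30–90 min RT. Cmpd → 180 s read at 1 Hz → EC80 DA → 180 s read.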
# D2 ag: activates the human D2 dopamine receptor. P14416. HEK293 T-REx D2 cells, calcium flux agonist mode. activation, % at 2 µM. 340,000 tested, 0.53% active. AID 485358;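 active means activation over 3 SD above normal in the single-dose calcium agonist read, cut at about 30% in these data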; further: 0% is about no effect
#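 Agonism is scored from calcium flux in a force-coupled, inducible HEK293 cell line expressing D2, read kinetically for 180 s after compound addition against dopamine controls.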
# D1 PAM: enhances dopamine response at the human D1 receptor. P21728. HEK293 TREx D1 cells, calcium flux, dopamine EC20 potentiation. potentiation, % at 10 µM. 360,000 tested, 0.036% active. AID 504651; in the data active means potentiation above about 30%; further: 0% is about no effect
# D2 antag: D2 dopamine receptor (human) antagonism; P14416; HEK293 TREx D2 cells, calcium flux, dopamine EC80; inhibition, % at 10 µM; 340,000 tested, 2% active; AID 485344; in the data active means inhibition above about 30%; further: 0% is about no effect
#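 Measurement of antagonist activity uses fluorescent calcium dye in inducible HEK293 T-REx D2 cells: 10 s baseline, compound addition with 180 s read, EC80 dopamine addition with a further 180 s read.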
# An asterisk follows results filed as active; ? = inconclusive; . = no result given. Unless noted, no stated cut-off is given here; in the data, active means activation above about 30%; inactive means the rest. An unsorted share of the library; overall some 7.3% were active at least once.
SMILES,D1 ag,TRHR enhancer,D2 PAM,RXFP1 antag,TRHR ag,D1 antag,D2 ag,D1 PAM,D2 antag
CC(=O)N1CCN(c2ccc(NC(=O)c3ccc(F)cc3)cc2)CC1,10,0,-1,4,0.1,-4,0.5,-2,-2
Cc1ccc2c(Cl)cc(Cl)c(OCC(=O)OCC(=O)Nc3ccc(C#N)cc3)c2n1,4,17,0,-2,-1.0,3,-0.9,-4,-3
O=C1NCC(COCc2ccccc2)O1 (stereo not drawn),0,4,.,-1,0.1,-2,2.1,-4,8
Cc1onc(-c2ccccc2Cl)c1C(=O)Nc1cccnc1,4,5,8,-4,-1.1,16,0.1,-10,-2
COCCCNC(=O)c1sc2nc(C)c(C(=O)Nc3ccc(C)cc3C)c(-c3ccc(Br)cc3)c2c1N,5,0,-19,0,1.0,-4,-1.2,1,.
O=C(NCCc1ccccc1)c1ccccc1SCC(=O)N1CCCC1,2,4,-3,9,-0.4,3,0.1,2,8
O=C(c1ccccc1S(=O)(=O)NCc1ccccc1)N1CCCC1,3,6,27,.,-1.0,-7,-0.6,.,-7
O=C(C1CCCO1)N1CCN(c2ncccn2)CC1 (stereo not drawn),1,-1,-6,-9,0.7,-1,0.7,3,-3
Cc1ccc(Nc2ncc3c(n2)CC(c2ccco2)CC3=O)c(C)c1 (stereo not drawn),1,-10,2,2,-0.7,-14,-0.9,2,-21
Cc1noc(/C=C/c2ccco2)c1S(=O)(=O)N1CCC(C(=O)N(C)Cc2ccccc2)CC1,5,-8,5,2,0.3,0,0.8,-5,-12
CC(=O)N1CCOc2ccc(S(=O)(=O)NCCc3ccc(S(N)(=O)=O)cc3)cc21,4,-5,-1,8,0.4,0,.,-5,.
O=C(/C=C/c1ccccc1)NC(=S)N1CCSCC1,0,-1,1,-3,-2.9,12,-2.4,-3,2
O=C(Nc1ccc2ccccc2n1)C1CCCCC1,2,1,-12,-19,1.8,3,0.0,0,-6
COCCN(C(=O)CCC(=O)Nc1ccccn1)C(C(=O)NC(C)C)c1ccc(Cl)cc1 (stereo not drawn),-3,1,0,-1,0.5,15,0.1,9,0
COc1ccc(CN2C(=O)CN(C3CCCCCC3)C(=O)C2c2ccc(F)cc2)cc1 (stereo not drawn),1,-12,11,15,0.2,8,-0.1,-3,2
CCOc1ccc(C(=O)N(CC)CC(=O)Nc2ccc3c(c2)OCCO3)cc1OCC,1,3,.,0,-0.2,-2,.,-1,.
CCN(CC)c1ccc(C(=O)N/N=C(\C)c2ccc(OC)c(OC)c2)cc1,0,4,23,-3,-0.8,12,0.4,-5,-8
Cc1ccc(C)c(CN2CCCN(CC(=O)Nc3ccc(C)c(C)c3)S2(=O)=O)c1,2,0,0,-36,-0.3,-3,.,1,.
Cc1ccc(NC(=O)CSc2nnc(COc3ccc(C#N)cc3)n2-c2ccccc2)cc1C,7,3,-5,5,0.3,-1,1.1,4,-13
C=CCc1c(C)nc2nc(SCC(=O)Nc3ccc(C)c(C)c3)nn2c1C,-2,0,-1,0,-0.9,12,0.1,-1,.
CCC/C(=N\NC(=O)c1csc(C)c1C)c1cccs1,2,35*,4,-2,-0.5,6,0.4,-14,15
O=C1C=C(NNC(=O)c2cccnc2)CC(c2ccco2)C1 (stereo not drawn),13,0,-1,5,6.1,-17,1.2,18,-22
Cc1cccc(C)c1NC(=O)C(NC(=O)CN1C(=O)c2ccccc2C1=O)c1ccccc1 (stereo not drawn),1,7,-6,-4,0.7,-1,2.0,4,-23
Cc1ccccc1OCC(=O)N1CCCCCCC1,1,15,12,6,0.0,-4,1.0,-4,5
COc1ccc(CCNC(=O)Cn2cnc3sc(C)c(-c4ccc(F)cc4)c3c2=O)cc1OC,34*,-13,-3,-15,5.4,.,16,-6,7
C/C(=N/NC(=O)CCc1ccccc1)c1ccc2c(c1)OCO2,7,-1,1,3,-0.4,4,0.1,-1,19
CCOC(=O)Cc1csc(SCC(=O)NC(C)C23CC4CC(CC(C4)C2)C3)n1 (stereo not drawn),2,-1,-14,-13,-0.3,1,0.7,1,1
CCOC(=O)c1sc2ncn(CC(=O)NCC3CCCO3)c(=O)c2c1C (stereo not drawn),4,-3,-1,-1,0.1,-7,-0.4,-4,6
COC(C(=O)Nc1cccc([N+](=O)[O-])c1)c1ccccc1 (stereo not drawn),2,-2,10,6,0.2,-14,-0.3,1,-11
O=C(CN1C(=O)c2ccccc2C1=O)OC(C(=O)c1ccc(Cl)cc1)c1ccccc1 (stereo not drawn),2,13,0,-14,1.1,4,0.2,-4,-5
CN(C)CCCNC(=O)N1c2ccccc2Sc2ccccc21,3,-4,-16,1,0.0,10,-0.7,-3,-8
Cc1nn(Cc2ccccc2)c(Cl)c1C(=O)NCCc1ccc(Cl)cc1,3,-7,-2,-6,-0.2,-4,-0.9,-8,5
CCN(CC)C(=S)SC1CCCCN(C(=O)c2ccc(F)cc2)C1=O (stereo not drawn),3,-6,-3,-12,0.3,-16,-0.9,0,-2
COc1ccc(C(CNC(=O)C(CCSC)NC(=O)c2ccccc2Cl)N2CCCC2)cc1 (stereo not drawn),0,-1,-3,7,3.6,8,-0.6,10,-4
Cc1ccc(N2CC(C(=O)Nc3cc(Cl)ccc3-n3cncn3)CC2=O)cc1 (stereo not drawn),0,-6,11,2,-0.9,14,-0.1,-2,-16
CCN(C(=O)COC(=O)/C=C/c1cccc(Br)c1)C1CCS(=O)(=O)C1 (stereo not drawn),6,-4,-6,4,0.5,0,0.8,2,-8
Cc1ccc(Cl)cc1N1CCN(CCCNC(=O)C2COc3ccccc3C2)CC1 (stereo not drawn),41*,-3,-23,3,1.1,-37*,-0.9,-2,.
CN1CCc2c(OCc3ccc(F)cc3)cccc2C1=O,-2,-5,-6,-18,-2.0,-4,.,-3,.
CCOc1ccc(NC(=O)CSc2nc3cccnc3n2CCOC)cc1,3,3,-6,-11,-1.2,8,-1.3,0,.
CSc1nnc(C)c(=O)n1COC(=O)COc1ccc(F)cc1,6,2,15,-23,-4.0,-5,-1.3,-8,-26
COc1ccc(CNC(=O)C(=O)NCC(c2ccco2)S(=O)(=O)c2cccs2)cc1 (stereo not drawn),1,3,-1,-11,-0.2,.,0.1,-1,.
Cc1ccc(C2(CCNC(C)c3cccs3)CCOC(C(C)C)C2)cc1 (stereo not drawn),6,3,-2,?,1.7,14,3.9,10,9
CCOc1ccc(CN2CCN(Cc3cc4ccccc4o3)CC2CCO)cc1 (stereo not drawn),11,1,-1,-3,0.7,11,7.4,9,-15
O=C(O)CN1CCCC1=Nc1ccccc1,2,-1,4,3,-0.7,-1,-0.4,-3,-60
CN(CCOCCOc1ccc(Cl)cc1Br)Cc1ccccc1,7,1,-15,?,0.4,8,0.5,-18,40*
CCN1CCS/C1=C\C=C\C1=[N+](CC)CCS1,4,-3,.,-6,2.2,-28,.,-6,.
COc1cc(C2C(C#N)=C(SC)NC3=C2C(=O)CCC3)ccc1O (stereo not drawn),1,2,3,4,0.2,-6,0.4,-2,21
Cc1c(C(=O)N2CCN(c3ccc([N+](=O)[O-])cc3)CC2)oc2ccccc12,2,-4,11,3,0.2,-13,0.5,-4,-8

# Gathered by group: the compounds so far containing a nitro group on carbon.
SMILES,D1 ag,TRHR enhancer,D2 PAM,RXFP1 antag,TRHR ag,D1 antag,D2 ag,D1 PAM,D2 antag
COC(C(=O)Nc1cccc([N+](=O)[O-])c1)c1ccccc1 (stereo not drawn),2,-2,10,6,0.2,-14,-0.3,1,-11
Cc1c(C(=O)N2CCN(c3ccc([N+](=O)[O-])cc3)CC2)oc2ccccc12,2,-4,11,3,0.2,-13,0.5,-4,-8

# One compound at a time, from the list above. Order of screens: D1 ag | TRHR enhancer | D2 PAM | RXFP1 antag | TRHR ag | D1 antag | D2 ag | D1 PAM | D2 antag
# CN(CCOCCOc1ccc(Cl)cc1Br)Cc1ccccc1 is listed with 7 | 1 | -15 | ? | 0.4 | 8 | 0.5 | -18 | 40*
# Cc1ccc(C2(CCNC(C)c3cccs3)CCOC(C(C)C)C2)cc1 (stereo not drawn) is listed with 6 | 3 | -2 | ? | 1.7 | 14 | 3.9 | 10 | 9
# CSc1nnc(C)c(=O)n1COC(=O)COc1ccc(F)cc1 is listed with 6 | 2 | 15 | -23 | -4.0 | -5 | -1.3 | -8 | -26
# CN1CCc2c(OCc3ccc(F)cc3)cccc2C1=O is listed with -2 | -5 | -6 | -18 | -2.0 | -4 | . | -3 | .

# The listing continues:
SMILES,D1 ag,TRHR enhancer,D2 PAM,RXFP1 antag,TRHR ag,D1 antag,D2 ag,D1 PAM,D2 antag
C=CCOc1c(Cl)cc(CNc2nccs2)cc1OC,5,-1,-4,-22,0.6,2,-0.5,1,-6
O=C(NC(=S)Nc1nc2ccccc2s1)c1ccco1,5,-6,-15,-2,0.5,-14,0.6,-6,-4
CC(C)C[C@H](NC(=O)c1nc[nH]c1C(=O)N(C)Cc1ccccc1)C(=O)OCc1ccccc1,10,-10,-23,.,1.1,-7,0.7,-3,1
Cc1ccc(-n2c(CNc3ccc(F)cc3)nnc2SCC(=O)O)cc1,1,-5,19,4,-1.0,5,0.3,-5,17
CCCOc1ccc(NC(=O)CC2C(=O)N(c3cccc(OC)c3)C(=O)N2CCc2ccncc2)cc1 (stereo not drawn),1,-1,-4,-8,-0.5,-10,-0.1,0,.
Cc1nc2ccc(S(=O)(=O)NC(CC(C)C)C(=O)O)cc2s1 (stereo not drawn),2,0,-4,-9,0.0,-8,-0.3,-7,9
N/C(=N\OC(=O)C12CC3CC(CC(C3)C1)C2)c1cccnc1,1,-1,0,-23,-0.6,24,-0.9,-3,2
CCCN(Cc1cccs1)C(=O)Nc1cc(C)ccc1OC,0,10,15,-26,-0.6,2,-1.0,1,.
O=C(CCc1ccccc1)NNc1cc(N2CCCCC2)nc(N2CCCCC2)n1,4,-1,.,-36,2.0,7,.,-2,.
CC(C)c1cc(C(=O)N/N=C/C=C/c2ccccc2)n[nH]1,1,6,4,-20,0.0,5,0.2,0,16
CCn1nnnc1SCC(=O)Nc1cc(OC)cc(OC)c1,3,4,1,-4,-0.6,2,0.5,-3,13
Cc1cc(N2CCN(C/C=C/c3ccccc3)CC2)n2ncnc2n1,16,16,13,-1,-2.7,-11,-1.6,-6,-38
O=C(Cn1cnc2c(nnn2-c2ccccc2)c1=O)NCc1ccco1,-1,-2,-10,6,0.5,-8,0.0,-4,40*
CCOC(=O)C1(CCOC)CCN(C(=O)Cc2ccc3ccccc3c2)CC1,1,-5,2,2,0.2,1,1.0,-1,-4
Cc1cccc(NC(=O)NC(C)C(c2cccs2)N2CCOCC2)c1 (stereo not drawn),-1,-2,11,0,0.5,12,0.7,1,30*

# Compound activity from PubChem.
